APOBEC3G inh – inhibitors of human APOBEC3G DNA deaminase | inhibition, % at 20 µM | recombinant A3G, ssDNA deamination FAM/TAMRA fluorescence | actives 0.28% (n = 330,000) | AID 493012 | Q9HC16;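 active means inhibition of at least 40% at 20 µM, with no more than 30% in the related APOBEC3A deaminase screen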;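 further: plate controls were DMSO wells with A3G for no effect and wells lacking A3G enzyme for full effect; some compounds called inactive have numbers as strong as hits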
Target sequence (Q9HC16 whole entry, looked up): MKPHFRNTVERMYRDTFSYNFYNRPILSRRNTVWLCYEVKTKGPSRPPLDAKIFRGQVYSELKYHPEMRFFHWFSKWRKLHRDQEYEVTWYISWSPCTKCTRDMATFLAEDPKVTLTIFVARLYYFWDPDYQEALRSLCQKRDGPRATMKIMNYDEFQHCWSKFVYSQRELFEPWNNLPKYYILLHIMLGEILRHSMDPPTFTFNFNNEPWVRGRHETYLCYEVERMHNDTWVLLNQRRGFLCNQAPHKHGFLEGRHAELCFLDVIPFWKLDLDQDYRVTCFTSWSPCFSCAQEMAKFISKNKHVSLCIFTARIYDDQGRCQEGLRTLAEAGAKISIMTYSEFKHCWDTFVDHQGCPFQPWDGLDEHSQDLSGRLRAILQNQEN
mIAP inh – blocks mouse intestinal alkaline phosphatase. inhibition, % at 10 µM. AID 2806. purified mouse IAP, CDP-Star luminescence, 30 min. actives 0.2% (n = 330,000);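 active means inhibition of at least 40% at 10 µM in the primary screen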;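 further: plate controls were DMSO with enzyme for no effect and no enzyme wells for full effect; values of inactives mirror those of a sister screen read the other way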
mIAP act – increases mouse intestinal alkaline phosphatase activity | muIAP, CDP-Star luminescence, 30 min; stronger effect = higher value; 1 = vehicle-only enzyme signal, 0 = enzyme-free wells | actives 0.24% (n = 330,000) | activation factor at 10 µM;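 active means activation factor of at least 2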; further: the source names both 10 and 20 µM as test concentration; values of inactives mirror those of a sister screen read the other way
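Assay system: mouse IAP enzyme / Compound: DMSO-dissolved test compounds / Timing: 30 min, room temperature / Measured by: luminescence from enzymatic CDP-Star hydrolysis / Control set: DMSO-only wells, enzyme-free buffer wells as negative control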
hIAP act – increases human intestinal alkaline phosphatase activity. P09923. purified human IAP, CDP-Star luminescence, 30 min; stronger effect = higher value; 1 = vehicle-only enzyme, 0 = enzyme-free background. activation factor at 10 µM. actives 0.16% (n = 330,000). AID 2524;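 active means activation factor of the enzyme at least 2-fold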; further: the source names both 10 and 20 µM as test concentration; values of inactives mirror those of a sister screen read the other way
hIAP block – blocks human intestinal alkaline phosphatase; actives 0.12% (n = 330,000); purified IAP, CDP-Star luminescence, 30 min; P09923; AID 2544; inhibition, % at 10 µM;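 active means inhibition reaching a set limit with compound at 10 µM in the primary screen, cut at about 35% in these data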;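 further: plate controls were DMSO wells with enzyme for no effect and no-enzyme buffer wells for full effect; values of inactives mirror those of a sister screen read the other way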
NLRP3 yeast inh – inhibitors of NALP3 inflammasome in yeast; Yeast reconstituted NLRP3/ASC/caspase-1, beta-gal luminescence, 24 h; inhibition, % at 10 µM; actives 0.39% (n = 330,000); AID 2825;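 active means inhibition of 50% or more; inactive means inhibition below 50%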;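 further: plate controls were induced DMSO wells for no effect and uninduced yeast grown without galactose for full effect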
A3A deaminase – blocks human APOBEC3A ssDNA deamination | P31941 | recombinant A3A, FAM/TAMRA ssDNA deamination fluorescence | inhibition, % at 20 µM | actives 0.41% (n = 330,000) | AID 493011;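 active means at least 40% inhibition at 20 µM here, with at most 30% in a related deaminase screen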;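 further: plate controls were A3A with DMSO for no effect and wells lacking A3A enzyme for full effect; some results filed as inactive read as strong as hits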
Target sequence (P31941 whole entry, looked up): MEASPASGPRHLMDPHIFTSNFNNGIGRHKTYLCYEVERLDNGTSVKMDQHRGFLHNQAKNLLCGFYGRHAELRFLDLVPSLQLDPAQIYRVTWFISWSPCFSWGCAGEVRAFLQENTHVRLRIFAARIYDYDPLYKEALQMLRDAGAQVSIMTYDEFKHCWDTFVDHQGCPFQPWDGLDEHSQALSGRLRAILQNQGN
MIN6 prolif – induces beta-cell replication in MIN6 cells; actives 0.29% (n = 330,000); proliferation, % at 10 µM; MIN6 cells proliferation, ATPlite luminescence, 48 h; cells starved in 0.2% serum; 100% = growth in 10% serum;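 active means compounds whose signal lies at least 3.5 SD above the mean of all wells on their plate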;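 further: 0% = DMSO-treated cells in low-serum medium and 100% = 10% serum control; some compounds called inactive have numbers as strong as hits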
SENP1 inh – inhibitors of human SENP1 SUMO protease catalytic domain. Q9P0U3. recombinant SENP1 catalytic domain, CyPet-SUMO1-YPet FRET cleavage. inhibition, % at 10 µM. actives 0.21% (n = 360,000). AID 624204;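 active means inhibition at least 30% at 10 µM, raw YFP signal under a set limit, fluorescence ratio 0.5 to 1.5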;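 further: 0% = enzyme with DMSO and 100% = no enzyme wells; some results filed as inactive read as strong as hits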
Target sequence (Q9P0U3 419-644 limits assumed): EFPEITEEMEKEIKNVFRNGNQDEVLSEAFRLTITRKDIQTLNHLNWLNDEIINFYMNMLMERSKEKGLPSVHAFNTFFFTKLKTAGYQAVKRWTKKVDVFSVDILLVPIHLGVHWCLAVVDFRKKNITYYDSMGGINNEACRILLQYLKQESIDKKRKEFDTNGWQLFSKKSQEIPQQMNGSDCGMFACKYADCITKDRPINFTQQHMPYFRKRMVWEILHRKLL
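Test system: recombinant human SENP1 catalytic domain, His6-tagged / Medium: pH 8 Tris buffer with EDTA, NaCl, BME, BSA, NP40, catalase / Also added: SUMO1 FRET substrate flanked by Cypet and Ypet, 25 nM / Times: 50 min reaction at room temperature / Signal: FRET, CFP and YFP emission / Control set: no-enzyme low control and enzyme-plus-DMSO high control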
An asterisk follows results filed as active; x = not tested or not shown.

The line under a structure holds: APOBEC3G inh, mIAP inh, mIAP act, hIAP act, hIAP block, NLRP3 yeast inh, A3A deaminase, MIN6 prolif, SENP1 inh
CC1(C)CC(=O)C(C#N)=C(NCCCO)C1
→ 1, 2, 0.98, 0.94, 6, 0, -2, -2, 1
COc1ccc(CCn2cc(C#N)c(=O)[nH]c2=O)cc1OC
→ 1, -9, 1.1, 1, 0, 0, -1, 0, -1
C#CCOCCOCCOCCNc1nc(N2CCN(C(=O)[C@H](CCCCN)n3cc(CN)nn3)CC2)nc(N2CCN(C(=O)[C@H](CCCCN)n3cc([C@@H](N)[C@H](C)CC)nn3)CC2)n1
→ -9, -3, 1, 0.98, 2, 9, -9, -1, -1
Cc1ccc(SC[C@H](c2ccccc2)N2CCN(CC(C)C)CCC2=O)cc1
→ -10, -13, 1.1, 1.1, -9, 37, -3, -8, -6
C=CCn1c(SCC(=O)NCc2ccc3c(c2)OCO3)nc2scc(-c3ccccc3)c2c1=O
→ -3, -7, 1.1, 0.9, 10, -4, -2, 0, 2
Cc1cc(/C=C(\C#N)C(=O)NCc2ccco2)c(C)n1-c1ccc(C(=O)O)cc1
→ 3, 3, 0.97, 0.93, 7, 6, 12, -2, -8
O=C(CN1C(=O)c2cccc3cccc1c23)Nc1ccc(S(=O)(=O)N2CCOCC2)cc1
→ -7, 2, 0.98, 0.95, 5, 14, -3, 0, -33
COc1ccc(NC(=S)N(CCCN2CCOCC2)Cc2ccco2)cc1
→ -5, 12, 0.88, 0.98, 2, -1, 2, -2, 2
N#Cc1nc(-c2cccs2)oc1NCC1CCCO1 (configuration not stated)
→ -9, 11, 0.89, 0.92, 8, 4, -3, -1, 1
Cc1ccc2c(Cl)cc(Cl)c(OCC(=O)Nc3cc(S(=O)(=O)N(C)C)ccc3C)c2n1
→ -1, 8, 0.92, 1.1, -9, 2, 0, -5, -1
COc1cccc(/C=C2\SC(N3CCCC(C)C3)=NC2=O)c1OC (configuration not stated)
→ -10, 6, 0.94, 0.87, 13, 26, -4, -4, 1
CCN(CC)S(=O)(=O)c1ccc2oc(C(=O)NCCN3CCOCC3)c(C)c2c1
→ -11, -8, 1.1, 0.97, 3, 12, 2, -1, 1
S=C(NCc1ccco1)Nc1ccc(Cl)c(Cl)c1
→ -1, -130, 2.3*, 1.1, -11, 29, -1, -4, -1
O=C(CC1C(=O)NCCN1Cc1ccccc1C(F)(F)F)NC1CCCCCC1 (configuration not stated)
→ 6, -3, 1, 1.2, -24, 0, -1, -2, -20
NC(=O)Nc1ccc(C(=O)OCC(=O)NC2CCCc3ccccc32)cc1 (configuration not stated)
→ -10, -12, 1.1, 1.1, -13, 5, 0, -1, 1
COCCn1c(SCC(=O)c2ccc3c(c2)OCCO3)nnc1-c1ccco1
→ -1, 7, 0.93, 0.91, 9, 4, -1, -1, 3
C/C(=N\OC(=O)c1cccc(C(F)(F)F)c1)c1sc(-c2ccccc2)nc1C
→ -10, 9, 0.91, 1, -1, 23, -5, -2, -1
Cc1ccc(S(=O)(=O)NCC(=O)OCC(=O)NC(=O)NC2CCCC2)cc1
→ 0, -3, 1, 1, -4, 15, 1, -2, -2
CC(C)(C)c1n[nH]c(=S)n(/N=C/c2cccs2)c1=O
→ -6, -7, 1.1, 1.2, -19, -29, -4, -1, 0
Cc1ccc(N(Cc2cc3ccccc3[nH]c2=O)C(=O)c2ccco2)c(C)c1
→ 1, -5, 1, 0.86, 14, -4, 5, -4, 2
CC1Cc2cc(/C(O)=C3\C(=O)C(=O)N(Cc4ccncc4)C3c3ccccc3F)ccc2O1 (configuration not stated)
→ -6, -4, 1, 1.1, -12, 2, -6, 1, 0
COc1cc(C(=O)NC(C(=O)Nc2cccc(C(C)=O)c2)C(C)C)cc(OC)c1OC (configuration not stated)
→ -1, -4, 1, 0.93, 7, -8, 3, -2, -2
COc1cccc(CC(=O)N2CCC(n3nccc3NC(=O)C3CCOC3)CC2)c1 (configuration not stated)
→ -5, 1, 0.99, 1.1, -14, 13, -3, 0, 1
COc1ccc(CCNC(=O)CN2C(=O)NC3(CCc4ccccc43)C2=O)cc1 (configuration not stated)
→ -8, 12, 0.88, 1.1, -14, 8, 3, 1, -3
CC(=O)c1ccc(NC(=O)CC23CC4CC(C2)CC(n2nnc(C)n2)(C4)C3)cc1
→ -4, 4, 0.96, 0.94, 6, -2, 2, 2, -1
Cc1ccc(N(CC(=O)Nc2cc(C)ccc2C)S(C)(=O)=O)cc1
→ -5, -12, 1.1, 0.82, 18, 14, -6, -3, 0
COc1ccc(C(=O)N/C(=C\c2cn(C)c3ccccc23)C(=O)NCCCN2CCOCC2)cc1OC
→ -2, 3, 0.97, 1.1, -12, 7, -3, -1, -3
N#Cc1ccccc1S(=O)(=O)N1CCN(C(=O)c2ccc(-n3cncn3)c([N+](=O)[O-])c2)CC1
→ -2, 1, 0.99, 0.92, 8, 10, -3, 0, 1
CCn1c(SCC(=O)Nc2cc(C)on2)nc2c(c1=O)SCC2
→ -7, 5, 0.95, 0.92, 8, 23, -3, 2, 0
COC(=O)c1cc(NC(=O)CSc2nnc(N)s2)ccc1Cl
→ -4, 4, 0.96, 1.2, -23, 6, -1, 0, 1

Printed as active in mIAP act, of those listed so far:
mol | APOBEC3G inh | mIAP inh | mIAP act | hIAP act | hIAP block | NLRP3 yeast inh | A3A deaminase | SENP1 inh
S=C(NCc1ccco1)Nc1ccc(Cl)c(Cl)c1 | -1 | -130 | 2.3* | 1.1 | -11 | 29 | -1 | -1

Five entries drawn at random from the list so far, as already listed:
The line under a structure holds: APOBEC3G inh, mIAP inh, mIAP act, hIAP act, hIAP block, NLRP3 yeast inh, A3A deaminase, MIN6 prolif, SENP1 inh
C#CCOCCOCCOCCNc1nc(N2CCN(C(=O)[C@H](CCCCN)n3cc(CN)nn3)CC2)nc(N2CCN(C(=O)[C@H](CCCCN)n3cc([C@@H](N)[C@H](C)CC)nn3)CC2)n1
→ -9, -3, 1, 0.98, 2, 9, -9, -1, -1
Cc1ccc(N(Cc2cc3ccccc3[nH]c2=O)C(=O)c2ccco2)c(C)c1
→ 1, -5, 1, 0.86, 14, -4, 5, -4, 2
N#Cc1nc(-c2cccs2)oc1NCC1CCCO1 (configuration not stated)
→ -9, 11, 0.89, 0.92, 8, 4, -3, -1, 1
COc1cccc(CC(=O)N2CCC(n3nccc3NC(=O)C3CCOC3)CC2)c1 (configuration not stated)
→ -5, 1, 0.99, 1.1, -14, 13, -3, 0, 1
Cc1ccc(N(CC(=O)Nc2cc(C)ccc2C)S(C)(=O)=O)cc1
→ -5, -12, 1.1, 0.82, 18, 14, -6, -3, 0

Remaining list, next part.
The line under a structure holds: APOBEC3G inh, mIAP inh, mIAP act, hIAP act, hIAP block, NLRP3 yeast inh, A3A deaminase, MIN6 prolif, SENP1 inh
COc1ccccc1CNS(=O)(=O)c1ccc(-n2cnnn2)c(OC)c1
→ -2, -6, 1.1, 1.2, -18, 24, 2, -3, 0
CS(=O)(=O)N(CCc1ccccc1)CC(=O)NCc1ccncc1
→ -5, 7, 0.93, 0.84, 16, 10, -2, -2, -3
CS(=O)(=O)N(CCc1ccccc1)CC(=O)Nc1ccc(Br)cc1F
→ -2, -3, 1, 1.2, -19, 14, -4, 0, 4
Cc1ccc(C)c(C(=O)n2cnnc2N)c1
→ 0, -1, 1, 0.97, 3, 10, 4, 0, 3
CCOC(=O)Cc1csc(NS(=O)(=O)c2ccc(OC)cc2)n1
→ -2, -6, 1.1, 0.92, 8, -2, -1, 0, 2
COc1ccc(OC)c(NC(=O)Nc2cccc(Cn3cccn3)c2)c1
→ -7, -15, 1.1, 1.1, -15, 5, -1, 0, -2
CCc1ccccc1NC(=O)c1ccccc1Sc1ccc([N+](=O)[O-])cc1Cl
→ -3, 10, 0.9, 0.87, 13, 21, -1, -5, -2
C/C(Cl)=C\Cn1c(=O)c2c(nc3n2CCS3)n(C)c1=O
→ -7, 0, 1, 1.2, -18, 3, -5, 0, 2
CC1CCN(C(=O)C(=O)Nc2sc3c(c2C(N)=O)CC(C)(C)OC3)CC1
→ -4, 1, 0.99, 1.1, -6, 5, -6, 0, 2
Cc1c(C(=O)N2CCOCC2)c(S(=O)(=O)Nc2cccc(F)c2)c(C)n1C
→ 4, -4, 1, 1.2, -20, 3, 1, -2, 0
CCn1nnc(NC(=O)c2ccc(C(C)(C)C)cc2)n1
→ -8, -3, 1, 0.91, 9, 35, -7, -5, 1
COc1ccc(NC(=O)CNC(=O)c2ccco2)cc1
→ -8, 6, 0.94, 0.85, 15, 19, 0, -4, 1
CC1=Nc2ccccc2/C1=C\c1nc(-c2ccc(F)cc2)oc1O
→ -6, 20, 0.8, 0.91, 9, 7, -4, -4, -26
Nc1nc(SCCO)[nH]c(=O)c1NC(=O)c1ccccc1F
→ -7, 6, 0.94, 1.1, -6, -3, -7, 5, -1
CC(NC(=O)COC(=O)Cn1cc(C(F)(F)F)ccc1=O)c1ccccc1 (configuration not stated)
→ -7, 0, 1, 0.89, 11, -1, -2, -1, 2
CCn1c(=O)c(-c2cc(=O)[nH][nH]2)c(O)c2ccccc21
→ 1, 6, 0.94, 1.2, -16, 19, 1, 1, -5
O=C(O)CCC(=O)Nc1ccc(Cc2ccc(NC(=O)CCC(=O)O)cc2)cc1
→ 0, 6, 0.94, 1.1, -10, 4, 0, 4, 2
O=C(O)C1C2C=CC(O2)C1C(=O)NCCCn1ccnc1 (configuration not stated)
→ -4, 3, 0.97, 1.1, -6, -4, -2, -3, x
COc1ccc(Nc2nc(N)nc(CN(C)C3CCCCC3)n2)cc1
→ -4, -6, 1.1, 1.1, -10, 15, -3, -2, 3
CCn1nc(C)c(CNC(=O)c2cc(COc3ccc(F)cc3Cl)on2)c1C
→ -2, 5, 0.95, 1.1, -10, 0, 2, -3, 0
Cn1cnc(S(=O)(=O)Nc2cc(C(F)(F)F)ccc2N2CCOCC2)c1
→ -2, -3, 1, 0.94, 6, 6, -1, -1, 1
CCCC(C(=O)OCC)P(=O)(c1ccccc1)c1ccccc1 (configuration not stated)
→ -1, -7, 1.1, 0.94, 6, 11, 2, 2, 3
CN(Cc1cnn(C)c1)Cc1nc(Cc2ccccc2Cl)no1
→ -3, 7, 0.93, 0.82, 18, 16, 0, -4, 2
COc1ccccc1NCCC(=O)OCC(=O)Nc1ccc(Cl)cn1
→ 0, -2, 1, 0.95, 5, 8, -2, 0, -1
COC(=O)c1c(C)[nH]c(C(=O)/C=C/c2ccccc2F)c1C
→ 0, 8, 0.92, 0.9, 10, 26, 0, -3, -5
CN1CCN(NS(=O)(=O)c2cccs2)CC1
→ -70, 2, 0.98, 0.93, 7, 8, -6, 0, 3
CNC(=O)N(O)C1N(NC(=O)Nc2cccc3ccccc23)C(=S)SC1(C)C (configuration not stated)
→ -7, -11, 1.1, 1.1, -7, 3, -4, 0, 3
O=[N+]([O-])c1ccc(-c2cnc3ccccc3n2)cc1
→ -5, -2, 1, 0.84, 16, 26, 0, 1, -5
C/C(CC(=O)Nc1ccccc1)=N\NC(=O)COc1ccc(C)cc1Br
→ -15, 12, 0.88, 1.1, -5, 21, -1, -3, 2

Compound activity as filed in PubChem BioAssay.

This is a subset; count on the stated rates, not on these rows.
